MIN6 prolif: inducers of beta-cell replication in MIN6 cells; MIN6 cells proliferation, ATPlite luminescence, 48 h; cells starved in 0.2% serum; 100% = growth in 10% serum; proliferation, % at 10 µM; hit rate 0.29% among 330,000; AID 2380;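 active = compounds whose signal lies at least 3.5 SD above the mean of all wells on their plate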;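 also: 0% = DMSO-treated cells in low-serum medium and 100% = 10% serum control; some compounds called inactive have numbers as strong as hits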
hIAP activ: human IAP activation; activation factor at 10 µM; hit rate 0.16% among 330,000; AID 2524; P09923; purified human IAP, CDP-Star luminescence, 30 min; stronger effect = higher value; 1 = vehicle-only enzyme, 0 = enzyme-free background;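 active = activation factor of the enzyme at least 2-fold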; also: the source names both 10 and 20 µM as test concentration; values of inactives mirror those of a sister screen read the other way
SENP1 FRET inh: SENP1 (human) catalytic domain inhibition. recombinant SENP1 catalytic domain, CyPet-SUMO1-YPet FRET cleavage. inhibition, % at 10 µM. hit rate 0.21% among 360,000;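 active = inhibition at least 30% at 10 µM, raw YFP signal under a set limit, fluorescence ratio 0.5 to 1.5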;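 also: 0% = enzyme with DMSO and 100% = no enzyme wells; some results filed as inactive read as strong as hits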
Target sequence (Q9P0U3 419-644 limits assumed): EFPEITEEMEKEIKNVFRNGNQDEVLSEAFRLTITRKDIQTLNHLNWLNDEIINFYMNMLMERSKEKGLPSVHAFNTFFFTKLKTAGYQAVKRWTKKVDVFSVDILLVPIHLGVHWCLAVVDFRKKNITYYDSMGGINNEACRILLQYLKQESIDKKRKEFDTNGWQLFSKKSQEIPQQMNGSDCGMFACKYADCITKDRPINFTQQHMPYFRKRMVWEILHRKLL
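Test system: recombinant human SENP1 catalytic domain, His6-tagged / Medium: pH 8 Tris buffer with EDTA, NaCl, BME, BSA, NP40, catalase / Also added: SUMO1 FRET substrate flanked by Cypet and Ypet, 25 nM / Times: 50 min reaction at room temperature / Signal: FRET, CFP and YFP emission / Control set: no-enzyme low control and enzyme-plus-DMSO high control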
NLRP3 yeast inh: blocks the NALP3 inflammasome reconstituted in yeast | Yeast reconstituted NLRP3/ASC/caspase-1, beta-gal luminescence, 24 h | inhibition, % at 10 µM | hit rate 0.39% among 330,000;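 active = inhibition of 50% or more; inactive = inhibition below 50%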;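 also: plate controls were induced DMSO wells for no effect and uninduced yeast grown without galactose for full effect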
hIAP inh: human IAP inhibition | AID 2544 | inhibition, % at 10 µM | hit rate 0.12% among 330,000 | purified IAP, CDP-Star luminescence, 30 min;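 active = inhibition reaching a set limit with compound at 10 µM in the primary screen, cut at about 35% in these data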;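 also: plate controls were DMSO wells with enzyme for no effect and no-enzyme buffer wells for full effect; values of inactives mirror those of a sister screen read the other way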
APOBEC3A inh: human APOBEC3A DNA deaminase inhibition | P31941 | recombinant A3A, FAM/TAMRA ssDNA deamination fluorescence | inhibition, % at 20 µM | hit rate 0.41% among 330,000;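 active = at least 40% inhibition at 20 µM here, with at most 30% in a related deaminase screen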;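 also: plate controls were A3A with DMSO for no effect and wells lacking A3A enzyme for full effect; some results filed as inactive read as strong as hits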
Target sequence (P31941 whole entry, looked up): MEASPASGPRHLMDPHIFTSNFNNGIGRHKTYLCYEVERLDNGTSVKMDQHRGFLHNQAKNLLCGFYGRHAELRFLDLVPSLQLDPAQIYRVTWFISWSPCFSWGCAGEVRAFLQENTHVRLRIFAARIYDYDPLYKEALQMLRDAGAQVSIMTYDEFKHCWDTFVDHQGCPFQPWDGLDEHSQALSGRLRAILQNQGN
mIAP activ: mouse IAP activation; muIAP, CDP-Star luminescence, 30 min; stronger effect = higher value; 1 = vehicle-only enzyme signal, 0 = enzyme-free wells; hit rate 0.24% among 330,000; AID 2805; activation factor at 10 µM;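 active = activation factor of at least 2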; also: the source names both 10 and 20 µM as test concentration; values of inactives mirror those of a sister screen read the other way
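System: mouse IAP enzyme. Reagent: CDP-Star chemiluminescent phosphatase substrate. Benchmarks: DMSO wells, no-enzyme wells. Times: 30 min enzyme-substrate-compound incubation at room temperature. Detection: luminescence from enzymatic CDP-Star hydrolysis. Doses: test compounds delivered from DMSO solution.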
APOBEC3G inh: blocks human APOBEC3G single-stranded DNA deamination. inhibition, % at 20 µM. hit rate 0.28% among 330,000. recombinant A3G, ssDNA deamination FAM/TAMRA fluorescence. Q9HC16;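 active = inhibition of at least 40% at 20 µM, with no more than 30% in the related APOBEC3A deaminase screen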;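 also: plate controls were DMSO wells with A3G for no effect and wells lacking A3G enzyme for full effect; some compounds called inactive have numbers as strong as hits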
Target sequence (Q9HC16 whole entry, looked up): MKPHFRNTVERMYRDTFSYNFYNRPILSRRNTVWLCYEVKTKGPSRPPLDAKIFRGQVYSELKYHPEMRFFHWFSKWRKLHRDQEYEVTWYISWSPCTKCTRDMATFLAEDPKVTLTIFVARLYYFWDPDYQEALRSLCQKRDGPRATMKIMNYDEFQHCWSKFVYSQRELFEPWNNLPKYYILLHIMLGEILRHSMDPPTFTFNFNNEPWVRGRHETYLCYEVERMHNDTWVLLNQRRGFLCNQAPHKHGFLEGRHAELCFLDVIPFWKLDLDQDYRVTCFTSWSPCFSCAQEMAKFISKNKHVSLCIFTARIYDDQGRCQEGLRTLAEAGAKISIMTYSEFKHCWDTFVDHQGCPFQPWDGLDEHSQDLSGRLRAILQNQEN
mIAP block: mouse IAP inhibition. hit rate 0.2% among 330,000. purified mouse IAP, CDP-Star luminescence, 30 min. inhibition, % at 10 µM;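 active = inhibition of at least 40% at 10 µM in the primary screen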;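 also: plate controls were DMSO with enzyme for no effect and no enzyme wells for full effect; values of inactives mirror those of a sister screen read the other way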
An asterisk follows results filed as active. These rows are one share of the data; rates above refer to the full screens.

SMILES	MIN6 prolif	hIAP activ	SENP1 FRET inh	NLRP3 yeast inh	hIAP inh	APOBEC3A inh	mIAP activ	APOBEC3G inh	mIAP block
CC(O)[C@H]1CNC(=O)C(=O)N1CC(C)(C)C (some centres not stated)	2.6	0.946	1.6	9.8	5.4	-3.0	1.01	-8.9	-1.3
CCOC(=O)c1ccc(-n2c(CN3CCN(CC)CC3)nc3ccc([N+](=O)[O-])cc3c2=O)cc1	0.1	0.889	-4.9	1.6	11.1	-0.7	0.911	-6.2	8.9
CC(C)(C)CN1C(N)=NC[C@@H]1Cc1ccccc1	5.9	1	-3.6	-5.9	-0.2	-6.2	0.924	-11.4	7.6
CCOc1ccc(-c2cc(C(=O)NCCCN3CCN(CC)CC3)c3ccccc3n2)cc1	-5.2	0.97	-0.2	-0.5	3.0	2.9	1.07	-2.2	-6.8
S=C1NCN(Cc2cccnc2)CN1c1cccc(Cl)c1	-2.4	0.793	2.5	7.5	20.7	-1.0	1.04	-1.9	-3.6
COc1cc2[nH]c(C(=O)N(C)C3CCS(=O)(=O)C3)cc2c(OC)c1OC (configuration not stated)	2.1	0.779	0.1	-5.7	22.1	-1.1	0.981	0.0	1.9
O=C(Nc1ccccc1-c1ccccc1)C1CCCC1	-3.1	0.972	2.8	-35.4	2.8	0.2	0.919	-2.4	8.1
COc1cc(/C=C/C(=O)O)cc(S(=O)(=O)Nc2ccc3c(c2)CCC3)c1OC	-0.7	0.925	-3.0	14.8	7.5	2.1	0.951	-4.3	4.9
O=C(COC(=O)c1cc[n+]([O-])cc1)Nc1ccc(Br)cc1	-0.6	0.94	-3.0	20.5	6.0	0.0	0.882	-9.8	11.8
COC(=O)CCc1c(C)c(C(=O)c2cccc(OC)c2OC)c2ccccn12	-2.4	1.07	1.0	15.0	-6.7	-3.7	1.05	-5.3	-5.2
C[C@H](Nc1ccc(C(F)(F)F)cc1[N+](=O)[O-])C(=O)O	-0.9	1.05	0.9	-10.0	-4.9	-9.2	1.12	-4.6	-12.4
N#Cc1ccc(C(=O)OCC(=O)N2CCCCCC2)cc1	-1.7	0.962	3.0	12.7	3.8	-1.8	0.944	-9.7	5.6

Part of the list above, limited to APOBEC3G inh, MIN6 prolif and mIAP activ.
compound	APOBEC3G inh	MIN6 prolif	mIAP activ
O=C(Nc1ccccc1-c1ccccc1)C1CCCC1	-2.4	-3.1	0.919
COc1cc(/C=C/C(=O)O)cc(S(=O)(=O)Nc2ccc3c(c2)CCC3)c1OC	-4.3	-0.7	0.951

The results go on:
SMILES	MIN6 prolif	hIAP activ	SENP1 FRET inh	NLRP3 yeast inh	hIAP inh	APOBEC3A inh	mIAP activ	APOBEC3G inh	mIAP block
O=C(Oc1csc(=S)n1C(=O)c1ccccc1)c1ccccc1	-2.3	0.844	6.2	5.4	15.6	-0.7	0.72	7.1	28.0
CCN(CC)C(=O)C1CCCN(C(=O)Nc2ccccc2)C1 (configuration not stated)	1.5	0.879	-0.7	4.1	12.1	-2.9	0.941	-8.0	5.9
COc1ccc(N/C=C/C(=O)c2cc(OC)c(OC)c(OC)c2)cc1	-4.0	1.22	-25.6	14.8	-21.6	-0.2	0.911	-8.9	8.9
CC(=O)c1ccc(NC2=C(N3CCOCC3)C(=O)c3ccccc3C2=O)cc1	-3.7	1.11	-84.8	14.9	-10.7	-2.0	1.01	13.9	-1.3
COc1ccc(C)cc1NC(=O)c1ccc(N(C)S(C)(=O)=O)cc1	0.0	1.18	1.5	1.5	-18.4	-1.0	0.983	-5.1	1.7
Cc1ccc(S(=O)(=O)CCSc2cccc(C(=O)Nc3ccccc3C(=O)O)c2)cc1	0.0	1.08	0.2	3.2	-7.8	5.1	0.936	-7.1	6.4
CCc1ccccc1N1C(=O)C2CC(C)=C(C)CC2C1=O (configuration not stated)	-3.0	1.11	3.2	18.5	-11.3	-2.8	1.02	-9.6	-2.1
S=C(c1c[nH]c2ccc(Br)cc12)N1CCOCC1	-1.8	0.983	2.7	1.2	1.7	2.1	0.987	0.7	1.3
O=C(Cn1cccc1C(=O)c1ccccc1)NCCc1ccccc1	0.0	1.28	2.1	13.8	-28.1	-7.1	1.07	-6.9	-7.3
O=C(OCC(=O)N1CCCCC1)c1n[nH]c(=O)c2ccccc12	2.8	0.891	2.1	22.5	10.9	-2.6	1.01	-8.5	-1.2
COc1ccc(NC(=O)C2CCN(S(=O)(=O)c3ccc(OC)c(OC)c3)CC2)c(OC)c1	2.5	1.09	1.3	0.2	-8.9	-0.7	0.879	-8.5	12.1
Cc1c(NC(=O)CN2C(=O)NC3(CCC(C)CC3)C2=O)c(=O)n(-c2ccccc2)n1C (configuration not stated)	0.2	0.939	0.0	11.3	6.1	-3.1	1.05	-7.3	-5.1
CCn1c(-c2csc(-c3ccc(Cl)cc3)n2)n[nH]c1=S	5.2	1.01	2.9	17.5	-1.4	-2.4	0.918	-1.6	8.2
CN(C)S(=O)(=O)c1ccc(Cl)c(NC(=O)COC(=O)C2CSC3(C)CCC(=O)N23)c1 (configuration not stated)	2.1	0.947	1.4	-4.5	5.3	0.8	1.03	-4.6	-3.5
Cc1cc(C)nc(SCC(=O)Nc2cc(C)on2)n1	-1.2	1.06	1.6	16.0	-5.9	-2.3	0.944	-12.6	5.6
CC1(C)Cc2c(c(-c3ccco3)nc3sc4c(NCCCO)ncnc4c23)CO1	-4.2	1.02	-17.3	9.4	-2.1	2.1	0.9	3.0	10.0
COc1ccccc1CSc1nc2ccccc2[nH]1	-2.4	1.27	2.0	26.4	-26.6	1.0	1.17	-1.3	-16.7
CCOC(=O)N1CCN(S(=O)(=O)c2ccc(OC)c(Br)c2)CC1	-2.2	0.962	0.1	22.6	3.8	-3.8	0.99	-4.6	1.0
O=C(O)c1ccc2c(c1)C(=O)N(c1ccc(Nc3ccccc3)cc1)C2=O	0.5	0.99	1.5	19.9	1.0	-3.6	0.978	-4.9	2.2
CC(C)Cc1nnc(NC(=O)CC(=O)Nc2ccccc2C(=O)O)s1	-2.8	0.942	-0.2	10.9	5.8	1.8	1.04	-2.1	-3.9
COc1ccc(C(=O)NCCC(=O)NCc2cc(=O)n(C)c(=O)n2C)cc1	-1.9	1.07	3.8	-0.3	-7.4	-1.6	1.03	-0.4	-3.4
CCC(=O)NN1CCc2cc3ccc(C)cc3nc21	1.0	1.01	-3.0	-11.7	-1.4	0.8	0.992	-3.9	0.8
Cn1c(N)c(C(=O)COC(=O)c2ccc(C(F)(F)F)cc2)c(=O)n(C)c1=O	-4.3	1.02	-0.8	11.1	-2.0	0.5	0.923	-6.1	7.7
Cc1noc(C)c1S(=O)(=O)N(CC(=O)NC1CCC(C)CC1)c1ccc(C(C)C)cc1 (configuration not stated)	-3.8	1.42	0.5	8.2	-41.8	13.7	1.26	4.2	-26.4
CCOC(=O)c1cc(-c2ccccc2)sc1NC(=O)CSc1nnnn1C	-3.4	0.805	-11.5	18.3	19.5	4.1	0.935	-5.4	6.5
CC1(c2ccccc2)NC(=O)N(CC(=O)Nc2ccccc2N2CCCCC2)C1=O (configuration not stated)	-4.1	0.949	0.5	-3.8	5.1	4.9	1.01	-5.4	-0.9
O=C(NC(Cc1ccccc1)C(=O)O)/C(=C\c1ccco1)NC(=O)c1ccccc1Br (configuration not stated)	0.3	0.901	-0.9	-6.1	9.9	4.6	0.89	-0.7	11.0
CN(C(=O)c1cccc(Cl)c1)C1CCCN(Cc2ccccc2F)C1 (configuration not stated)	-1.2	0.921	-2.7	27.6	7.9	-4.9	1.04	-7.2	-3.9
O=C1c2ccccc2C(O)N1Cc1ccccc1Cl (configuration not stated)	-2.5	1.06	2.8	13.3	-6.0	0.7	0.969	-1.0	3.1
CC(=O)NC(CC(=O)OC(C)C(=O)Nc1ccc(Cl)cn1)c1ccccc1 (configuration not stated)	-1.7	0.938	3.9	24.5	6.2	-1.0	1.09	-1.5	-8.6
O=C(/C=C/c1ccc([N+](=O)[O-])cc1)NCc1cccs1	-3.1	1.2	2.4	16.2	-20.0	-5.7	1.1	-10.2	-9.9
Cc1ccc(Cn2c(Sc3ncccn3)nc3c2c(=O)[nH]c(=O)n3C)cc1	-2.4	1.07	0.9	19.2	-6.9	-7.0	1.07	-8.4	-6.7
Cc1cnc(=O)[nH]c1SCc1cccc([N+](=O)[O-])c1	3.1	1.12	10.1	-5.8	-12.3	-6.8	1.05	-7.5	-5.0
CS(=O)(=O)N1CCCC(c2nc(-c3ccc(S(=O)(=O)NCc4ccccc4)cc3)no2)C1 (configuration not stated)	-4.2	0.773	0.2	-1.2	22.7	-2.0	0.87	-2.8	13.0
Cc1ccc(S(=O)(=O)Cn2nnnc2C(CC(C)C)N2CCN(C)CC2)cc1 (configuration not stated)	-0.5	1.02	-1.6	14.4	-2.2	-2.0	0.956	-5.6	4.4
O=C(COC(=O)CN1C(=O)C2CCCCC2C1=O)Nc1c(Cl)cccc1Cl (configuration not stated)	-3.3	1.04	0.6	9.1	-4.2	-5.1	1	-4.9	-0.3

Look-ups from the results shown:
`Cc1cc(C)nc(SCC(=O)Nc2cc(C)on2)n1` | mIAP activ = 0.944
`O=C(COC(=O)c1cc[n+]([O-])cc1)Nc1ccc(Br)cc1` | SENP1 FRET inh = -3.0

(list continues)
SMILES	MIN6 prolif	hIAP activ	SENP1 FRET inh	NLRP3 yeast inh	hIAP inh	APOBEC3A inh	mIAP activ	APOBEC3G inh	mIAP block
CC(Oc1ccc(C(=O)NC2CCCCC2)cc1)C(=O)O (configuration not stated)	-0.4	0.83	1.3	9.4	17.0	-0.4	0.857	-3.4	14.3
CC1CC(NNC(=O)c2ccccc2)=Nc2ccccc2N1C (configuration not stated)	2.3	1.57	0.8	2.2	-57.5	-0.9	1.01	-3.1	-0.6
Cc1cc(-c2csc(N)n2)c(C)n1C	-1.4	0.911	7.4	5.2	8.9	7.1	0.832	43.6*	16.8
CC(NC(=O)c1ccc2c(c1)OCO2)c1cccc(C(F)(F)F)c1 (configuration not stated)	7.1	0.835	2.4	17.0	16.5	-3.9	1.07	-11.4	-7.4
COc1ccc(N2CCN(C(=O)[C@H](Cc3c[nH]c4ccccc34)NC(C)=O)CC2)cc1	0.2	1.05	-2.3	15.5	-5.4	1.0	1.11	-3.0	-10.8
Cc1ccc(S(=O)(=O)Nc2c(C)nc3nc[nH]n3c2=O)c(C)c1	-0.7	1.21	2.8	4.4	-20.8	-0.8	0.89	-6.0	11.0
Cc1ccc(CN2CCN(CC(=O)NC(C)CCc3ccccc3)C2=O)cc1 (configuration not stated)	-0.7	0.882	1.1	12.3	11.8	-5.4	1.01	-7.8	-0.9
O=C(CSCc1n[nH]c(=O)[nH]1)NCCOc1cccc(Oc2ccccc2)c1	-2.6	0.954	1.0	1.9	4.6	-1.9	0.913	-5.8	8.7
Cc1nn(CC(=O)N2CCC(C(N)=O)CC2)c(=O)c2nn(-c3ccccc3)c(C)c12	-2.2	0.97	3.2	1.8	3.0	-9.8	0.973	-3.5	2.7
COC(=O)c1ccc(CSc2cc(C)c3cccc(C)c3n2)o1	-5.1	1.12	0.3	4.3	-12.3	-6.8	1.11	-1.6	-11.0
COc1ccc(CNC(=O)CCCC(=O)n2nc(C)c3ccccc32)cc1	-0.5	0.971	-3.3	6.9	2.9	0.7	0.992	-3.8	0.8

Assay outcomes deposited in PubChem by Sanford-Burnham Center for Chemical Genomics.
